proKLK7 act = activators of human kallikrein-7 zymogen | 0.9% of 370,000 active | purified proKLK7, EDANS-DABCYL substrate fluorescence; 100% is mature enzyme control, 0% vehicle | P49862 | activation, % at 7 µM;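 active = activation above the mean of all tested compounds plus 3 SD, computed per campaign excluding outliers beyond control limits, cut at about 13% in these data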
DDE Tn7 FP inh = DD(E)-Tn7 binding inhibition, primary FP screen. P02675. FP displacement of FITC-Tn7 peptide from fibrin DD(E); 0% = median of compound wells per plate. inhibition, % at 8.3 µM. 0.13% of 370,000 active. AID 720508;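 active = inhibition above the mean of compounds falling within the control limits plus 3 SD of them, cut at about 14% in these data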;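 also: 0% = plate median of compound wells and 100% = 10 µM Aha-Tn7 peptide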
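Also added: labelled Tn7 tracer, 0.1 µM; Assay system: human fibrin DD(E) protein; Amount: 2 µM fibrin DD(E); Schedule: 10 min compound pre-incubation, 3 h probe incubation at room temperature; Repeats: one replicate per compound; Read-out basis: percent inhibition; Measured by: fluorescence polarization of the labelled Tn7 tracer.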
UHRF1 MBD2 ctr = UHRF1 methyl-DNA binding inhibition | Q96T88 | UHRF1 binding to methylated oligo, TR-FRET | inhibition, % at 4.4 µM | 0.75% of 370,000 active | AID 687016; in the data active = inhibition above about 21%;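 also: UHRF1 SRA domain binding a hemimethylated CpG hairpin DNA probe; 0% = median of test compound wells and 100% = reference inhibitor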
Target sequence (Q96T88 whole entry, looked up, the tested form may be a part): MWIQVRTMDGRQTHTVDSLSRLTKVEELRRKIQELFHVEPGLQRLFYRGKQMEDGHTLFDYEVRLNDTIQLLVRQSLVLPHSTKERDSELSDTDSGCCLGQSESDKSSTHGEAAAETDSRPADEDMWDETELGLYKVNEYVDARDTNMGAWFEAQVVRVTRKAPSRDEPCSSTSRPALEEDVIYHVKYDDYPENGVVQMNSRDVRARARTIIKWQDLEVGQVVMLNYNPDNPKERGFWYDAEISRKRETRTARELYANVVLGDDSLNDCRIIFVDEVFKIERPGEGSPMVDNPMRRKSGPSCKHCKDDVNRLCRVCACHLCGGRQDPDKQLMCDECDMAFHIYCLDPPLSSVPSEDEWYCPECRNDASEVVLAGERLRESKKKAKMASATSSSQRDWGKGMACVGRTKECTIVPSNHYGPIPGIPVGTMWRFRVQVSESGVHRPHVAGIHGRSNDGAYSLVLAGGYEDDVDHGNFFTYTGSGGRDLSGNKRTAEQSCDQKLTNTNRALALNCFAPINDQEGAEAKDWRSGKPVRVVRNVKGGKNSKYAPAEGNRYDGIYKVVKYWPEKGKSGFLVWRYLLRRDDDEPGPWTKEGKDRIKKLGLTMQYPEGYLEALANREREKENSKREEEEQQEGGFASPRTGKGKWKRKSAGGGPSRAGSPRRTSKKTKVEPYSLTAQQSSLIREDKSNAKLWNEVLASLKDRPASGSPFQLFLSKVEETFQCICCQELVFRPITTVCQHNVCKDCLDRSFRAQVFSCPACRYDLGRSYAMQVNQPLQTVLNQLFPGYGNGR
ASAP1 inh = ASAP1 ArfGAP inhibition; ASAP1-stimulated ARF1 GTP hydrolysis, GDP FP detection; Q9ULH1; 0.19% of 360,000 active; inhibition, % at 16.5 µM; in the data active = inhibition above about 25%;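 also: 0% = vehicle with enzyme and substrate and 100% = no enzyme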
PLCb3 inh = PLC-beta3 (human) inhibition, primary screen; 0.18% of 370,000 active; inhibition, % at 12.2 µM; Purified PLC-beta3, fluorogenic substrate, fluorescence; in the data active = inhibition above about 11%;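 also: 0% = median of compound wells on plate and 100% = full blocker control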
PLC-gamma1 inh = inhibitors of human phospholipase C gamma1 | inhibition, % at 12.2 µM | P19174 | 0.84% of 370,000 active | AID 720700 | purified PLC-gamma1, fluorogenic substrate, fluorescence; in the data active = inhibition above about 9.5%
MBD2 inh = inhibitors of human MBD2 binding to methylated oligonucleotide. Q9UBB5. TR-FRET. inhibition, % at 4.4 µM. 0.31% of 370,000 active; in the data active = inhibition above about 13%
ADAM17 inh = inhibits human ADAM17; recombinant ADAM17, EDANS/DABCYL FRET peptide cleavage; inhibition, % at 6.95 µM; 0.83% of 370,000 active;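 active = inhibition above the mean of compounds lying between control limits plus 3 SD, set per campaign, cut at about 8.5% in these data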;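 also: 0% = DMSO-only wells as the low control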
Tn6 DDE FP = inhibitors of Tn6 peptide binding to human fibrin DD(E); P02675; Fibrin DD(E) TRITC-Tn6 fluorescence polarization displacement; inhibition, % at 8.3 µM; 0.21% of 370,000 active;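 active = inhibition above a per-campaign cutoff: mean of compounds within control limits plus 3 SD, cut at about 15% in these data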;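 also: 0% = median of all compound wells on the plate and 100% = blocking peptide control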
ARFGAP1 inh = inhibitors of rat ARFGAP1; 0.26% of 360,000 active; AID 651572; inhibition, % at 16.5 µM; Q62848; Arfgap1-stimulated ARF1 GTP hydrolysis, GDP FP detection;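 active = inhibition above a per-plate limit, mean inhibition of low control wells plus 3 SD, cut at about 25% in these data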;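 also: 0% = DMSO wells with enzyme and 100% = wells lacking Arfgap1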
Target sequence (Q62848 1-136 limits assumed): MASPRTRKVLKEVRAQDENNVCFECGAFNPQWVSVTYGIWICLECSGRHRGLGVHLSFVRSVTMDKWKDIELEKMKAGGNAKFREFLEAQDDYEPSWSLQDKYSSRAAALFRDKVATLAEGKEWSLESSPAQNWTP
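Material: rat Arfgap1 catalytic domain, aa 1-136; also added: human ARF1(Δ1-17)-GTP substrate; compound dosing: one concentration, 16.5 µM, DMSO 1.26%; incubation: GTP hydrolysis reaction 2 h at 25 °C; measured by: Tracer-displacement fluorescence polarization with EDTA stop, 620/688 nm; evaluation: % inhibition from polarization; repeats: one replicate per compound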
The depositor's hits bear a star; i = inactive; . = no result given.

SMILES | proKLK7 act | DDE Tn7 FP inh | UHRF1 MBD2 ctr | ASAP1 inh | PLCb3 inh | PLC-gamma1 inh | MBD2 inh | ADAM17 inh | Tn6 DDE FP | ARFGAP1 inh
O=C(NCCS(=O)(=O)N1CCN(c2ccccc2F)CC1)C1CC(=O)N(c2ccccc2)C1 (stereo unspecified) | -0.2 | 4 | 0 | -2 | -10 | 0 | 4 | 0 | 7 | 6
CS(=O)(=O)c1ccccc1C(=O)NCCC(c1ccccc1)c1ccccc1 | -1.4 | -2 | 0 | -2 | -6 | 0 | 6 | -4 | 9 | -5
COc1ccc(CCNC(=O)COc2ncnc3ccccc23)cc1OC | 0.1 | 2 | 1 | -1 | 2 | -2 | -2 | -3 | 7 | -11
Cc1ccc2c(C)c(C(=O)N(C)C(C)c3ccon3)oc2c1C (stereo unspecified) | 0.1 | -4 | -1 | -9 | -6 | 1 | -3 | -1 | 6 | 10
O=C(COC(=O)/C=C/c1ccco1)NCc1ccccc1Cl | 0.2 | -1 | 2 | -4 | -4 | -3 | -6 | 1 | 1 | 5
COc1cccc(-c2nc(=S)c3c(n2Cc2ccco2)CCCC3)c1 | -0.7 | 1 | 3 | 4 | -5 | -4 | 9 | -1 | 7 | 2
COc1ccccc1OCCOCCOc1c(C)cc(C)cc1Br | 0.0 | -2 | -3 | 0 | -2 | -2 | 1 | 1 | 4 | 6
O=C(CNC(=O)c1ccco1)N/N=C/c1ccc(O)cc1O | -11 | -7 | 0 | 5 | -22 | -4 | -7 | -16 | 6 | -6
Cn1cccc1C(=O)NC(=O)COC(=O)c1cc([N+](=O)[O-])ccc1Cl | 0.0 | -2 | 2 | 2 | -7 | 1 | 4 | -6 | 2 | 6
CC(C)CCN1CCN(Cc2cccn2-c2ccc(Cl)cn2)CC1CCO (stereo unspecified) | 1.3 | 0 | 0 | 2 | -2 | -3 | 4 | -5 | -1 | 6
COc1ccc(C(=O)NC(C)c2nc3ccccc3n2C)cc1OC (stereo unspecified) | -0.2 | -3 | 3 | -6 | 2 | 2 | 0 | -6 | 1 | -11
NS(=O)(=O)c1ccc(N2N=C(c3ccccc3)CC2c2ccccc2Br)cc1 (stereo unspecified) | -207 | -3 | 0 | 2 | i | i | 5 | i | -1 | 9
COc1ccc(N2C(=O)CC(NNC(=O)c3ccco3)C2=O)cc1 (stereo unspecified) | 0.0 | 4 | -3 | -2 | 0 | -1 | 1 | -2 | 4 | 9
O=C(OC12CCCN(C1)/C(=C/c1ccc(Cl)cc1)C2)c1ccco1 (stereo unspecified) | 0.2 | 4 | 6 | . | -1 | -1 | 0 | 3 | -5 | .
COc1ccccc1NC(=O)Cc1nnc(SCC(=O)c2ccc(F)cc2)n1C | -0.7 | 8 | 0 | -1 | -5 | 5 | -3 | -2 | -15 | -5
COc1cc2c(cc1NC(=O)c1ccc(C)c([N+](=O)[O-])c1)oc1ccccc12 | -0.2 | -3 | -2 | -7 | -1 | -3 | -2 | -1 | -4 | 0
CCCCn1c(SCC(=O)N2CC(C)CC(C)C2)nc2cc(S(N)(=O)=O)ccc21 (stereo unspecified) | -0.1 | -1 | 9 | 3 | -9 | 0 | -4 | 2 | 2 | -5
O=C(COc1ccc(S(=O)(=O)N2CCCC2)cc1)NCc1ccccn1 | 0.4 | -11 | 2 | 2 | -4 | 2 | 0 | 1 | -2 | 4
Cn1cnc2cc(NC(=O)c3cccs3)ccc21 | -0.4 | 4 | -2 | 5 | -2 | 3 | 4 | -2 | -7 | 7
COc1cccc(-c2nc(CS(=O)(=O)CC(=O)Nc3cccc(C)c3C)c(C)o2)c1 | 0.1 | -11 | -2 | -12 | 3 | 0 | -4 | -1 | 6 | 1
CO[C@@H]1CN(C)C(=O)c2cc(NC(=O)NC3CCCCC3)ccc2OC[C@@H](C)N(CCc2ccccc2)C[C@@H]1C | 0.0 | 0 | 3 | 2 | -3 | 5 | 6 | -4 | -3 | -2
COc1ccc(-n2c(Cc3cc(=O)[nH]c(=O)[nH]3)nnc2SCC(=O)N2CCCC2)cc1 | -0.7 | -3 | -1 | 10 | -4 | -1 | -5 | -5 | 7 | 22
c1ccc(NCC2OCc3ccccc3CO2)cc1 | -0.2 | -5 | 1 | 3 | 3 | 2 | 0 | 2 | 2 | 10
COc1ccc(OC)c(N2Cc3cc(C)c(C)cc3C2)c1 | 0.2 | -8 | -4 | -11 | -4 | -1 | -2 | -2 | 10 | 3
Cc1[nH]c(=O)c(C#N)c(C)c1Br | -0.5 | 2 | 1 | 5 | -3 | -1 | 0 | -4 | -3 | -9
CCOCCCNC(=O)C(NC(=O)c1ccc(NC(C)=O)cc1)c1ccc(Cl)cc1 (stereo unspecified) | 0.3 | 2 | -3 | 2 | 0 | 4 | -5 | 4 | 3 | -1
C=CC(COCc1ccccc1)N(Cc1ccccc1)S(=O)(=O)c1ccccc1Br (stereo unspecified) | 0.4 | 7 | -1 | 6 | -1 | -1 | -1 | 0 | 0 | -2
O=C(c1ccccc1F)N1CCc2ccccc21 | 0.4 | -2 | -1 | -11 | -3 | -3 | -9 | -5 | 1 | 10
O=S(=O)(/N=C(/Nc1ccc(F)cc1F)c1ccccc1)c1ccccc1 | -0.2 | 5 | -2 | -8 | 0 | -2 | -2 | 0 | -1 | -1
O=C(O)c1cn(-c2ccc(F)cc2)c(=O)c2ccccc12 | -0.2 | -4 | -3 | -5 | 2 | -1 | 1 | -4 | 5 | -1
CCC(=O)c1c(CC)c2n3c1=CC[C@H]3CC(Br)C=2 (stereo partly specified) | . | -4 | 2 | . | -6 | -6 | 2 | -5 | 0 | .
CCn1cc(CN2CCC(n3nccc3NC(=O)c3ccccc3C)CC2)cn1 | 0.0 | 2 | 3 | -1 | -4 | 8 | -3 | 4 | -1 | -2
COC(=O)c1cc2c(c3c4cc(F)ccc4n(S(=O)(=O)c4cccc(C)c4)c13)C(=O)N(C)C2 | -1.2 | 4 | -1 | -2 | -20 | -14 | 1 | -3 | 3 | -4
COC(=O)c1noc(C)c1-c1ccnn1C(=O)c1ccc(C)cc1 | -0.4 | -1 | 0 | -7 | -5 | 2 | -7 | 1 | -3 | -3
C=C1[C@@H](OC(C)=O)C=C[C@@]2(C)C=CC(=O)[C@@](C)(OC(C)=O)[C@@H]2[C@@H](OC(C)=O)[C@]2(O)[C@@H](C)C(=O)O[C@H]2[C@H]1Cl | -0.4 | 2 | 0 | -4 | 4 | 1 | -3 | 1 | 0 | -1
CN(C)/C=C(/C(=O)c1ccccc1)n1cncn1 | -0.2 | -11 | 2 | 7 | 5 | 6 | 3 | 2 | 4 | 3
CCN(CC)C(=O)Cn1c2ccccc2c2nc3n(c(=O)c21)CCS3 | . | 1 | 1 | . | -1 | 3 | -2 | -45 | -3 | .
COc1ccc(OC(C)c2ccc(C#N)c(=O)[nH]2)cc1 (stereo unspecified) | -0.4 | -3 | 1 | -7 | 0 | 0 | -3 | -1 | -2 | 3
Nn1c(SCc2ccccc2)nnc1C1CCCCC1 | 0.4 | -5 | -3 | -1 | -7 | 4 | -1 | -2 | -1 | -4
CC(=O)c1cnc2nc(SCc3ccccc3)nn2c1C | -0.1 | -7 | -6 | 5 | -9 | 0 | -7 | -3 | 1 | -6
COc1ccc(/C=C2\SC(=S)N(CCC(=O)N(CCO)Cc3ccccc3)C2=O)cc1OC | 0.3 | 4 | -1 | 2 | 2 | 2 | 0 | -5 | 4 | -2
Cc1cc(C)cc(C(=O)NCC(=O)OCC(=O)c2c(N)n(C)c(=O)n(C)c2=O)c1 | 0.7 | 10 | 1 | 5 | -11 | 4 | 3 | -3 | -8 | -5
CC(=O)N1c2ccc(S(=O)(=O)N3CCC(C(=O)NCc4ccccc4Cl)CC3)cc2CC1C (stereo unspecified) | 0.4 | 3 | 4 | 1 | -9 | -1 | 2 | -5 | -1 | -2
COc1nnc(-c2ccc(C)cc2)c2ccccc12 | 0.4 | 6 | -6 | -17 | -2 | -2 | -6 | -2 | 6 | -5
CC[C@@H](C)CN1C(=O)N[C@@H](c2ccccc2)C(C(C)=O)=C1C | -0.7 | 8 | 10 | -3 | -12 | -10 | -6 | 0 | 2 | 5
Fc1c(F)c(C(F)(F)F)c(F)c(F)c1N1CCN(c2ccc3nnc(C(F)(F)F)n3n2)CC1 | 0.1 | 0 | 1 | -8 | 0 | 1 | -5 | -1 | 1 | 8
CCN(CC)CCCNC(=O)c1cc2cc(Cl)ccc2nc1N | 17* | -7 | -1 | -1 | -302 | -246 | 1 | -168 | 5 | -1
CNC(=O)c1c[nH]c2ccc(S(=O)(=O)Nc3cccc(SC)c3)cc2c1=O | -0.1 | 3 | 0 | -7 | 2 | 2 | 0 | -5 | 2 | -2
COc1ccc(C2(c3ccc(OC)cc3)NC(=O)N(CC(=O)N3CCOCC3)C2=O)cc1 | 0.3 | 1 | 5 | -1 | -7 | -1 | 3 | -7 | 2 | 9
O=C(Cc1ccc([N+](=O)[O-])cc1)NNC(=O)c1cccs1 | -0.1 | 0 | -2 | -5 | -2 | 0 | 2 | 0 | 2 | 4
CN(C)CCNC(=O)c1cc2c(=O)n(C)c3ccccc3c2n1C | 1.7 | 6 | 9 | -3 | -16 | -15 | 5 | -15 | -2 | -3
O=C(O)c1cc(-c2ccccc2)nn1CC1CC(c2cccc([N+](=O)[O-])c2)=NO1 (stereo unspecified) | 0.4 | -3 | 5 | 0 | 6 | 9.9* | 2 | 3 | 5 | 0
Cn1c(N)c(C(=O)COC(=O)c2cc(C3CC3)nc3ccccc23)c(=O)n(Cc2ccccc2)c1=O | -4.6 | 7 | -3 | 10 | -17 | -7 | 1 | 2 | -7 | 9
CCOc1ccc(N2CC(C(=O)Nc3c(C)n(C)n(-c4ccccc4)c3=O)CC2=O)cc1 (stereo unspecified) | 0.1 | -2 | -2 | 0 | -6 | -1 | 3 | -4 | -1 | -2
CCOC(=O)[C@]12CCCC=C1N(Cc1ccc(Cl)cc1Cl)C(=O)[C@H](CC(=O)N1CCSCC1)C2 | -0.1 | 1 | 0 | 2 | 2 | 2 | -1 | -5 | -8 | 2

In the list so far, four have an NH in an aromatic ring:
SMILES | proKLK7 act | DDE Tn7 FP inh | UHRF1 MBD2 ctr | ASAP1 inh | PLCb3 inh | PLC-gamma1 inh | MBD2 inh | ADAM17 inh | Tn6 DDE FP | ARFGAP1 inh
COc1ccc(-n2c(Cc3cc(=O)[nH]c(=O)[nH]3)nnc2SCC(=O)N2CCCC2)cc1 | -0.7 | -3 | -1 | 10 | -4 | -1 | -5 | -5 | 7 | 22
Cc1[nH]c(=O)c(C#N)c(C)c1Br | -0.5 | 2 | 1 | 5 | -3 | -1 | 0 | -4 | -3 | -9
COc1ccc(OC(C)c2ccc(C#N)c(=O)[nH]2)cc1 (stereo unspecified) | -0.4 | -3 | 1 | -7 | 0 | 0 | -3 | -1 | -2 | 3
CNC(=O)c1c[nH]c2ccc(S(=O)(=O)Nc3cccc(SC)c3)cc2c1=O | -0.1 | 3 | 0 | -7 | 2 | 2 | 0 | -5 | 2 | -2

Screens: PubChem BioAssay, The Scripps Research Institute Molecular Screening Center
